From PubChem
M1 ag – M1 muscarinic receptor agonism | CHO-M1 cells, Fluo-4 calcium fluorescence, agonist mode; active compounds read high | B-score at 10 µM | actives 3% (n = 64,000);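 active = fluorescence rise, raw or as B-score row- and column-corrected plate score, outside the 99.7% band of its plate's samples, either direction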
5HT1a ag – activates the human 5-HT1a serotonin receptor | P08908 | CHO 5-HT1a Ga15 NFAT-bla reporter, FRET ratio; 0% basal, 100% maximal reference agonist | activation, % at 10 µM | actives 0.56% (n = 65,000) | AID 567;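 active = activation above the screen-wide mean activation plus 3 SD, cut at about 19% in these data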;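 note: 0% = DMSO wells and 100% = 5-CT at EC100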
Hsp90 block – displaces geldanamycin probe from tumor Hsp90 | actives 0.35% (n = 64,000) | AID 429 | P07900 | NCI-N417 lysate Hsp90, Cy3B-geldanamycin FP displacement | inhibition, % at 30 µM;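 active = inhibition above 50%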;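 note: 0% = tracer plus lysate wells and 100% = tracer alone without lysate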
M1 antagonist – antagonists of rat M1 muscarinic receptor; P08482; CHO-M1 cells, Fluo-4 calcium, ACh EC80 antagonist mode; active compounds read low; B-score at 10 µM; actives 3.4% (n = 64,000); AID 628;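 active = calcium fluorescence response, raw or row-and-column corrected B-score, differing from the plate sample mean either way at a set confidence level, mostly lower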
Her2 expr inh – lowers expression of human Her2 kinase | SKBR-3 HER2 protein level, AlphaScreen, 18-24 h; active compounds read low | HER2 level % of control, % at 10 µM | actives 0.69% (n = 65,000) | AID 645;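 active = HER2 level under 5% of the carrier-only control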;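 note: 100% = DMSO carrier and 0% = 500 nM PU-H71 HSP90 inhibitor; lower value means stronger loss of Her2 protein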
Target sequence (P04626 whole entry, looked up): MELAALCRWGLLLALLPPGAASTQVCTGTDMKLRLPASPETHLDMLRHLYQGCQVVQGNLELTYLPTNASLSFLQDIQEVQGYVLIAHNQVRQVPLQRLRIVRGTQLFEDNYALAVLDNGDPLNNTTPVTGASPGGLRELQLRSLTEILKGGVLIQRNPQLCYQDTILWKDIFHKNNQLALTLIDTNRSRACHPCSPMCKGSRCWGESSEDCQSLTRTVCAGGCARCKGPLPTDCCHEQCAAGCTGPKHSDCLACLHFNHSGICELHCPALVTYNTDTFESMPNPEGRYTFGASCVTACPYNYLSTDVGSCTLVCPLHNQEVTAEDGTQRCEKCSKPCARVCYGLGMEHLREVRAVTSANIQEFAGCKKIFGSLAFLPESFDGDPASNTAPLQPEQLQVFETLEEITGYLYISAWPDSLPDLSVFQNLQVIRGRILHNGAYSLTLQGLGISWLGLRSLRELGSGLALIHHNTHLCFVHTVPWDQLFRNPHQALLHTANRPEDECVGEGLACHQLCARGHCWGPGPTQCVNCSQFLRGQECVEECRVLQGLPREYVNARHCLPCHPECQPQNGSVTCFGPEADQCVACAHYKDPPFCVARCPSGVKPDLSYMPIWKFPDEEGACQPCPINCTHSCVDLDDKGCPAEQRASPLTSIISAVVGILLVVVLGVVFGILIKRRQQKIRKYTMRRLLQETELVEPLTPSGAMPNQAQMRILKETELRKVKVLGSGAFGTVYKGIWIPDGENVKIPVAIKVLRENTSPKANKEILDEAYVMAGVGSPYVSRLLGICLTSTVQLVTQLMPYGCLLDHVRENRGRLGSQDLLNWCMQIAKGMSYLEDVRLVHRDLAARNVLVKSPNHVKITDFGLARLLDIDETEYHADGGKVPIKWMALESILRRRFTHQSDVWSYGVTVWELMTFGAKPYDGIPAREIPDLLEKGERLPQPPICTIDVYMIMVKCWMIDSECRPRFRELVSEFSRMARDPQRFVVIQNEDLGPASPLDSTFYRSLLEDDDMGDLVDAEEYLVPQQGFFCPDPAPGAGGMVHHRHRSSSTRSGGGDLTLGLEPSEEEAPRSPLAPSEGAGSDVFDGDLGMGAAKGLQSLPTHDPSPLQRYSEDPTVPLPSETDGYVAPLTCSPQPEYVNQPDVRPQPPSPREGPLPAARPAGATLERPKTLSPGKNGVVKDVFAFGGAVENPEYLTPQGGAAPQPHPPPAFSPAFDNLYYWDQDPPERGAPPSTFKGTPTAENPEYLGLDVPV
Fluor 339 460 – intrinsic fluorescence of library compounds, ex339/em460 – biochemical, MLSMR library, data from DPM-DC assay, artefact control, profiling panel; fluorescence fold increase at 10 µM; compound autofluorescence, ex339/em460 nm, NADH buffer; active compounds read high; 1 = no-compound wells, NADH background; actives 5.5% (n = 65,000);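 active = at 10 µM, mean starting fluorescence two-fold or more over control wells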;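 note: signal is the first read of a kinetic run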
D1 allo mod – allosterically modulates the human D1 dopamine receptor; HEK293 D1, CRE-luciferase, dopamine EC30 potentiation; actives deviate in either direction; B-score at 10 µM; actives 5.9% (n = 58,000);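 active = luminescence count or its row- and column-corrected plate score outside the 99.7% band of the plate's sample wells, on either side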
Ec RNAP inh – inhibitors of Escherichia coli RNA polymerase | P0A8V2 | actives 0.2% (n = 62,000) | E. coli RNA polymerase, fluorescence transcription assay | inhibition, %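 (tested at 10 µM)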; in the data active = inhibition above about 20%;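 note: 0% = enzyme without compound and 100% = no enzyme blank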
NADH coupling – inhibition of NAD/NADH coupling enzymes, library profiling; coupled PK/LDH NADH assays, four targets; IC50, µM (top dose mostly 10 µM), for inactives: at the top dose inhibition; actives 0.02% (n = 65,000); AID 774;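 active = single-dose screening hits from any of four coupled enzyme assays that gave an IC50 when retested across doses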;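 note: the DPM-DC format reads NADH fluorescence rather than 340 nm absorbance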
* = called active by the depositor; · = not tested or not shown; [ ] = another dose, or the depositor's remark.

| compound | M1 ag | 5HT1a ag | Hsp90 block | M1 antagonist | Her2 expr inh | Fluor 339 460 | D1 allo mod | Ec RNAP inh | NADH coupling |
| --- | --- | --- | --- | --- | --- | --- | --- | --- | --- |
| Cc1cc(NC(=O)c2cnn3cccnc23)n(-c2ccccc2)n1 | 0.073 | 1.1 | -4.9 | -1.24 | 103.1 | 1.13 | 1.04 | 6.4 | 6.0% |
| O=C(C1=C(O)C(=O)N(c2ncccn2)C1c1cccc(Cl)c1)c1ccco1 (centres undefined) | -1.76 | -1.1 | -14.0 | -0.453 | 100.5 | 1.03 | 0.652 | 13.3 | 3.0% |
| N#Cc1cc2c(=O)n3ccccc3nc2n(CCCn2ccnc2)c1=N | 1.83 | 4.8 | -3.2 | -1.38 | 87.1 | 1.73 | · | 9.2 | 8.0% |
| c1cc(Nc2ncnc3sccc23)cc(-c2nnc3n2CCCCC3)c1 | 1.44 | 0.1 | -10.8 | -1.2 | 66.0 | 1.02 | -0.495 | -8.8 | 8.0% |
| CCOC(=O)N1CCC(N2Cc3cccc(C(=O)NCc4ccccc4OC)c3C2=O)CC1 | · | 3.4 | -4.1 | · | 82.9 | 1.08 | 4.91* | 3.3 | 4.0% |
| Cc1ccc(S(=O)(=O)N(c2ccccc2)C2CCS(=O)(=O)C2)cc1 (centres undefined) | 0.194 | -0.7 | -2.7 | 0.0526 | 117.6 | 1.11 | -0.104 | -2.0 | 5.0% |
| CCN(CC)CC(=O)c1c[nH]c2ccccc12 | 0.105 | -2.6 | -9.4 | -0.0523 | 117.9 | 1.06 | -0.0972 | 7.7 | 4.0% |
| O=C(Cn1c(=O)n(Cc2ccco2)c(=O)c2ccccc21)NCC1CCCO1 (centres undefined) | · | -4.8 | 0.0 | · | 80.0 | 1.1 | · | 1.9 | 5.0% |
| Brc1ccc(-c2nn3c(Cc4ccccc4)nnc3s2)o1 | 0.027 | -4.1 | -2.5 | 0.467 | 84.6 | 1.04 | 3.81* | 6.2 | 8.0% |
| O=C(Nc1nc2c(s1)C(=O)CCC2)c1ccccc1 | 0.0264 | -1.4 | -1.5 | 0.686 | 114.1 | 1.07 | -3.98 | 4.1 | 1.0% |
| O=C(CN(c1ccc(F)cc1)S(=O)(=O)c1ccc2c(c1)OCCO2)Nc1ccc2c(c1)OCO2 | -0.0714 | -1.1 | 0.6 | -0.241 | 66.5 | 1.04 | -0.263 | 9.8 | 3.0% |
| Cc1noc(C)c1S(=O)(=O)N(CC(=O)N1CCn2c1nc1ccccc12)c1ccc(C(C)C)cc1 | 0.792 | 2.7 | 0.6 | 0.611 | 39.2 | 1.04 | · | 5.7 | 3.0% |
| CC(=O)Nc1cccc(NC(=O)c2cc3ccccc3o2)c1 | 3.92 | -3.4 | -1.2 | -0.267 | 96.5 | 1.07 | · | 1.9 | 4.0% |
| COCCCn1c2nc3ccccc3nc2c2c(=O)n(Cc3ccccc3Cl)cnc21 | 0.139 | -0.1 | -6.0 | -0.3 | 63.9 | 2.87* | · | 6.3 | 5.0% |
| O=c1c(O)c(-c2ccc3c(c2)OCO3)oc2ccccc12 | 0.988 | -0.9 | -4.7 | -1.34 | 98.0 | 3.03* | 0.971 | 6.0 | 14.0% |
| CCOc1ccccc1NC(=O)CC1NCCNC1=O (centres undefined) | -0.0819 | -0.8 | 2.5 | -1.33 | 110.4 | 1.08 | · | 6.2 | 4.0% |
| COc1ccc(OC)c(NC(=O)C2CC(C)=C(C)CC2C(=O)O)c1 (centres undefined) | 0.575 | 0.4 | -3.0 | 0.0659 | 73.8 | 1.04 | -0.928 | 1.4 | 2.0% |
| COc1cc(-c2cc(C(F)(F)F)n3ncc(C(=O)O)c3n2)cc(OC)c1OC | -0.211 | 1.1 | -1.8 | -0.166 | 103.1 | 1.11 | · | 8.4 | 4.0% |
| CSc1nc(C)c2c(n1)OC(CN1C(=O)c3ccccc3C1=O)C2 (centres undefined) | 0.141 | -2.5 | -0.2 | 0.204 | 100.4 | 1.11 | -0.196 | 9.0 | 5.0% |
| CCCCOC(=O)N1CCOCCOCCN(C(=O)OCCCC)CCOCCOCC1 | 0.0447 | 2.1 | 1.6 | 0.178 | 121.0 | 1.04 | 0.923 | 13.4 | 6.0% |
| CN1C(=O)NC(NC(=O)C2CCCCC2)(C(F)(F)F)C1=O (centres undefined) | -0.713 | -1.1 | -3.1 | 0.2 | 79.4 | 1.04 | -0.0367 | 5.3 | 3.0% |
| O=C(COC(=O)c1ccccc1Oc1ccccc1)NCc1ccco1 | -0.0021 | -2.4 | · | 0.0165 | 64.3 | 1.06 | 1.7 | 3.9 | 9.0% |
| O=C(c1ccco1)N1CCN(c2ncnc3scc(-c4cccs4)c23)CC1 | 1.94* | 0.6 | -6.2 | -0.413 | 47.8 | 1.07 | 0.966 | 4.5 | 8.0% |
| CN(CCCCCNC(=O)/C=N/O)Cc1ccccc1 | -0.0212 | -0.8 | -2.9 | 1.19 | 92.1 | 1.13 | · | -1.2 | 2.0% |
| Cc1cc(NC(=O)C2CC=CCC2C(=O)O)no1 (centres undefined) | -0.0551 | -1.3 | -0.2 | 0.501 | 44.8 | 1.1 | 0.296 | 10.8 | 6.0% |
| CN1CCc2c(sc3c2C(=O)NC(c2ccc(-c4cccc(Cl)c4)o2)N3)C1 (centres undefined) | 14.2* | 0.7 | -4.8 | -1.12 | 89.8 | 1.88 | · | 3.6 | 13.0% |
| COc1ccc(C)cc1-n1nnnc1SCC1CCCCO1 (centres undefined) | -0.32 | -0.5 | 0.6 | -0.259 | 107.2 | 1.03 | -0.998 | 0.0 | 4.0% |
| CCOC(=O)N1CCN(C(=O)c2cnc3n(c2=O)CCS3)CC1 | 0.277 | -0.2 | 0.5 | 0.274 | 127.6 | 1.11 | 0.461 | 3.7 | 4.0% |
| c1ccc2c(c1)nnn2Cc1nnc2sc(-c3ccc4c(c3)OCCO4)nn12 | 0.88 | 0.2 | 0.7 | 1.17 | 47.0 | 2.93* | 2.61 | 7.0 | 18.0% |
| O=C(NCc1cccnc1)C1CC(=O)N(c2ccc(F)cc2)C1 (centres undefined) | 0.28 | 4.3 | 0.5 | 0.0663 | 86.2 | 1.12 | 0.11 | 6.6 | 5.0% |

Profiles from above. Order of screens: M1 ag	5HT1a ag	Hsp90 block	M1 antagonist	Her2 expr inh	Fluor 339 460	D1 allo mod	Ec RNAP inh	NADH coupling
Shown for O=C(CN(c1ccc(F)cc1)S(=O)(=O)c1ccc2c(c1)OCCO2)Nc1ccc2c(c1)OCO2 → -0.0714	-1.1	0.6	-0.241	66.5	1.04	-0.263	9.8	3.0%
Shown for COc1ccc(C)cc1-n1nnnc1SCC1CCCCO1 (centres undefined) → -0.32	-0.5	0.6	-0.259	107.2	1.03	-0.998	0.0	4.0%
Shown for CN1CCc2c(sc3c2C(=O)NC(c2ccc(-c4cccc(Cl)c4)o2)N3)C1 (centres undefined) → 14.2*	0.7	-4.8	-1.12	89.8	1.88	·	3.6	13.0%

Following part
| compound | M1 ag | 5HT1a ag | Hsp90 block | M1 antagonist | Her2 expr inh | Fluor 339 460 | D1 allo mod | Ec RNAP inh | NADH coupling |
| --- | --- | --- | --- | --- | --- | --- | --- | --- | --- |
| CC1(C)CC(=O)C(CCCN2C(=O)c3ccccc3C2=O)C(=O)C1 | 1.25 | -0.3 | 1.1 | -1.36 | 126.5 | 1.07 | · | -1.3 | 2.0% |
| CC(=O)NC(C)c1nc2ccccc2n1C(C)C (centres undefined) | 0.406 | 0.2 | 1.2 | 0.343 | 97.0 | 1.01 | -0.167 | 4.4 | 3.0% |
| Cn1c(=O)oc2cc(S(=O)(=O)N3CCN(c4ccccn4)CC3)ccc21 | 0.155 | 35.0* | -1.6 | -0.0103 | 101.5 | 1.03 | -0.656 | 0.2 | 2.0% |
| CCCN(CCC)S(=O)(=O)c1ccc(NS(C)(=O)=O)cc1 | -0.162 | 0.9 | -10.3 | 0.056 | 68.6 | 1.04 | -0.626 | 1.9 | 3.0% |
| Cc1cc(C)c(S(=O)(=O)NCc2cn3c(C)csc3n2)c(C)c1 | 0.678 | -4.0 | -4.7 | -0.217 | 101.2 | 1.12 | · | 5.6 | 3.0% |
| O=C(NCCN1C(=O)C2C3C=CC(C3)C2C1=O)Nc1ccc(Br)cc1 (centres undefined) | -0.467 | 0.1 | 1.1 | 0.324 | 93.9 | 1.1 | -0.268 | 12.5 | 3.0% |
| Clc1ccc(-n2nnnc2Sc2ncnc3sccc23)cc1 | -0.667 | -2.4 | -2.6 | -0.816 | -10.9* | 1.01 | -2.88* | 6.2 | 3.0% |
| COc1ccc(C2/C(=C(/O)c3ccccc3)C(=O)C(=O)N2CCO)cc1 (centres undefined) | -0.224 | -4.6 | 1.6 | 0.206 | 111.0 | 1.07 | 0.713 | 6.7 | 0.0% |
| COC(=O)c1c[nH]n2c(=O)cc(C)nc12 | -0.337 | 0.9 | 1.3 | 0.0996 | 124.0 | 1.02 | 0.392 | -9.4 | 6.0% |
| CCOC(=O)C1=C(N)N2C(=O)C(C)SC2=C(C(=O)OC)C1c1ccccc1OC (centres undefined) | 0.0116 | -2.5 | 0.0 | -0.121 | 46.4 | 1 | -0.0642 | 2.9 | 5.0% |
| COc1ccc2nc3oc(C(=O)N4CCN(c5cccc(Cl)c5)CC4)cc3cc2c1 | 0.888 | 0.6 | -0.1 | -0.344 | 85.9 | 1.45 | 3.59* | 6.3 | 3.0% |
| CN1CCc2ccccc2C1C1CCNCC1 (centres undefined) | -0.217 | -1.4 | -8.2 | -0.0343 | 106.7 | 1.14 | -0.137 | 0.3 | 2.0% |
| COc1ccc(C2NC(C(=O)O)CS2)cc1COCC(F)(F)F (centres undefined) | -0.559 | -3.0 | -3.8 | -0.137 | 92.2 | 1.07 | -0.424 | 8.9 | 7.0% |
| Cc1ccccc1N1C(=O)C(Cl)=C(N2CCCCCC2)C1=O | 0.668 | -5.4 | -1.5 | -1.6 | 97.1 | 1.1 | 2.23 | 11.0 | 1.0% |
| CC1(C)CC(=O)C(C=NCCCN2CCOCC2)=C(O)C1 | 0.643 | 0.9 | -0.1 | 0.922 | 70.8 | 1.12 | 0.13 | 2.3 | 8.0% |
| Cc1c(C(=O)NCCC2=CCCCC2)oc2ccc(S(=O)(=O)N3CCC4(CC3)OCCO4)cc12 | 9.04* | 7.4 | -1.0 | -1.41 | 58.4 | 1.04 | · | 7.3 | 2.0% |
| COCCNC(=O)NC1(C(F)(F)F)Oc2ccc(Cl)cc2O1 (centres undefined) | -0.125 | 1.0 | · | 0.201 | 99.3 | 0.79 | 0.114 | 15.2 | 9.0% |
| COc1ccc(CCNc2oc(-c3ccccc3OC)nc2C#N)cc1 | 0.584 | -2.7 | -2.8 | -2.11 | 103.7 | 2.96* | 0.605 | 2.0 | 6.0%[fluoresces] |
| Cc1cccc(C)c1NC(=O)CSCC(=O)c1ccc(O)c(O)c1 | 0.185 | -0.8 | 41.3 | -0.235 | 51.6 | 1.05 | -0.424 | 6.3 | 3.0% |
| O=C(COC(=O)c1ccc(Br)c(S(=O)(=O)N2CCOCC2)c1)NCC1CCCO1 (centres undefined) | 0 | 1.3 | · | 0.0576 | 74.9 | 1.05 | · | 8.8 | 6.0% |
| Cc1ccc(C)c(-n2c(SCC(N)=O)nnc2-c2ccccn2)c1 | -1.13 | -0.6 | -0.1 | 1.31 | 83.6 | 1.07 | · | 0.6 | 4.0% |
| Cc1cccc(NC(=O)c2oc3ccc(S(=O)(=O)N4CCOCC4)cc3c2C)c1C | 9.51* | 0.2 | -3.5 | -1.29 | 91.1 | 1.22 | -2.27 | 3.5 | 6.0% |
| COc1ccc(/C(O)=C2/C(=O)C(=O)N(CCN(C)C)C2c2ccccc2)cc1Cl (centres undefined) | -0.805 | -3.2 | -4.2 | 1.03* | 95.3 | 0.97 | · | 5.3 | 1.0% |
| CCOc1ccc(NC(=O)C(C)O)c(NS(=O)(=O)c2ccc(CCNC(C)=O)cc2)c1 (centres undefined) | 0 | 0.2 | -6.2 | 0.249 | 85.4 | 1.1 | -0.167 | 3.0 | 9.0% |
